Bioassay records deposited in PubChem BioAssay by several laboratories.
hiPSC survival: hiPSC single-cell survival enhancement | ATPlite luminescence; 100% = ROCK inhibitor wells, 0% = DMSO | 0.044% of 360,000 active | survival enhancement, % at 20 µM; in the data active = survival enhancement above about 18%;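 also: cells exposed to compounds for 16 hours before the ATP read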
CaV13 FRET inh: Primary screen for inhibitors of IQ motif and Ca2+-dependent inactivation inhibitor domain binding in CACNA1D, Förster resonance energy transfer in living cells, … | HEK cells, CFP/YFP FRET ICDI-IQ, plate reader, 10 min; percent FRET-ratio fall versus neutral wells | inhibition, % at 12.3 µM | 0.098% of 340,000 active | AID 743397;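 active = mean replicate inhibition of at least 30% and at least 1% of replicates passing that level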;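 also: 0% = median of the neutral control wells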
NR2E3 ag-1: activates human photoreceptor nuclear receptor NR2E3; GST-NR2E3/biotin-RetCOR TR-FRET, 1536-well; inhibition of corepressor binding, % at 4.78 µM; 0.12% of 320,000 active; AID 2300;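 active = percent inhibition above the cutoff of mean plus 3 SD of all tested compounds, set per screening campaign, cut at about 20% in these data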;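 also: 0% = DMSO wells and 100% = biotin wells as full block of FRET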
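System: GST-tagged NR2E3 plus biotinylated RetCOR corepressor; Amount: 1.35 nM GST-tagged NR2E3 final; Dosing: single nominal compound dose of 4.8 µM; Schedule: 5 h incubation at 4 °C; Technique: TR-FRET with europium anti-GST and streptavidin-D2, 340 nm excitation; Controls: biotin wells as high control, 0.6% DMSO wells as low control.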
Cardio protect: myocardial damage modulation in H9c2 cells | H9c2 cardiomyocytes, H2O2 injury protection, ATPLite, 2 h | protection from H2O2 cell death, % at 20 µM | 0.63% of 360,000 active | AID 588492;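 active = compounds giving at least 50% protection of heart cells from peroxide-induced death in the single-dose screen, raw or plate-pattern-corrected value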;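 also: 0% = DMSO wells with peroxide and 100% = DMSO wells without peroxide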
MITF TRPM1 inh: MITF TRPM1 promoter inhibition in SK-MEL-5 cells | 0.83% of 330,000 active | AID 488899 | inhibition, % at 12.5 µM | SK-MEL-5 TRPM1 promoter luciferase, 24 h;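 active = mean inhibition across replicates of 60% or more, whatever share of single replicates reaches that level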; also: values of inactives mirror those of a sister screen read the other way
HTR2A ag: agonists of mouse serotonin 5-HT2A receptor (HTR2A); P35363; CHO-K1 mHTR2A beta-arrestin complementation, luminescence; percent of 30 µM serotonin response; activation, % at 7.6 µM; 0.66% of 360,000 active;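 active = activation above a run cutoff, the mean activation of all tested compounds plus 3 SD, cut at about 14% in these data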;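 also: 0% = plate median of compound wells and 100% = 30 µM serotonin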
Target sequence (P35363 whole entry, looked up): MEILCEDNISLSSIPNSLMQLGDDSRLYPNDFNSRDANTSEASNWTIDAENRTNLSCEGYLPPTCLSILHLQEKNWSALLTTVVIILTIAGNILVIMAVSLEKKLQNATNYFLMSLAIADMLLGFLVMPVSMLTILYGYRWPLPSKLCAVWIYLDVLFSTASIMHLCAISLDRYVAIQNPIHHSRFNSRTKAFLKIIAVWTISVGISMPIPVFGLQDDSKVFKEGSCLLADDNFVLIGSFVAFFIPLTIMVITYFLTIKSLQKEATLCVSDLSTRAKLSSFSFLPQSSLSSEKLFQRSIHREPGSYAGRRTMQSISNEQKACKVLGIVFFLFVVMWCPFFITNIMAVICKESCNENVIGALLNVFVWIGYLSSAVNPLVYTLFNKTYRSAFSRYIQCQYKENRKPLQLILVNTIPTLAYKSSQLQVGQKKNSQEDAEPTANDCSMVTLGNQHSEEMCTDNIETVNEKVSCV
NR2E3 ag-2: activates human NR2E3 receptor | inhibition of corepressor binding, % at 3.98 µM | CHO-S Gal4-NCOR/VP16-NR2E3 two-hybrid, luciferase | 0.35% of 360,000 active | Q9Y5X4 | AID 602229;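 active = inhibition above the mean of all tested compounds plus 3 SD, cut at about 70% in these data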;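 also: 0% = DMSO with NR2E3 transfected cells and 100% = cells lacking NR2E3 construct; higher means lower luciferase signal from less NR2E3 corepressor binding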
Peg3 prom inh: Peg3 promoter activity inhibition; 1.7% of 360,000 active; inhibition, % at 20 µM; HeLa PEG-Prom luciferase reporter, luminescence, overnight; AID 588405;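 active = inhibition of at least 50% at 20 µM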
PDI turbidity: inhibitors of human protein disulfide isomerase; PDI insulin aggregation turbidity, A650, 90 min; inhibition, % at 10 µM; AID 588391; 0.052% of 350,000 active;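 active = mean inhibition across replicates of 30% or more, whatever share of single replicates reach that level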;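 also: absorbance from insulin aggregation driven by PDI reduction with DTT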
Target sequence (P07237 whole entry, looked up): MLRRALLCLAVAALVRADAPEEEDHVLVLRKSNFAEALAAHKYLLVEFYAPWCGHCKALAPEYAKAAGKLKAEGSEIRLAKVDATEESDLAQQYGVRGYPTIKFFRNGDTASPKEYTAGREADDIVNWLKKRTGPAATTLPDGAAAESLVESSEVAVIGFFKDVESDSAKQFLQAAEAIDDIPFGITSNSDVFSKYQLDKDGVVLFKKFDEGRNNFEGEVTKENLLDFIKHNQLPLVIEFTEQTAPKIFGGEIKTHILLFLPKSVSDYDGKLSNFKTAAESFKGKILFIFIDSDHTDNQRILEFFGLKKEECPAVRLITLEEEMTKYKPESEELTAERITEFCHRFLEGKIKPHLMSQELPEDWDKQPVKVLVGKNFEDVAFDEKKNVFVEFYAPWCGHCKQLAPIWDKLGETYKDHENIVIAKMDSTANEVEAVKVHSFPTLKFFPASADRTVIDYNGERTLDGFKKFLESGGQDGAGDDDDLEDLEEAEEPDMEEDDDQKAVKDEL
Shn3 3UTR inh: reduces Shn3 3'UTR luciferase signal in osteoblasts | Clone20 osteoblast Shn3 3'UTR firefly luciferase, 24 h | inhibition, % at 12.5 µM | 0.52% of 360,000 active | AID 588674;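 active = mean inhibition of at least 75% with every replicate also reaching 75%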;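 also: 0% = median of neutral control wells and 100% = pilot-screen positive control compound; some compounds past the cut are filed as inactive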
HIF-2a block: blocks HIF-2a reporter activity; 786-0 RCC cells HIF-2a reporter, luciferase luminescence, overnight; AID 624352; inhibition, % at 18.8 µM; 0.72% of 360,000 active;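 active = inhibition of the luminescence signal of 40% or more relative to plate controls, in a single-dose primary screen at 18.75 µM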
The depositor's hits bear a star; · = not tested or not shown.

compound	Peg3 prom inh	HIF-2a block	hiPSC survival	MITF TRPM1 inh	Shn3 3UTR inh	HTR2A ag	NR2E3 ag-2	NR2E3 ag-1	PDI turbidity	Cardio protect	CaV13 FRET inh
Cc1c(Cc2ccccc2)sc(NC(=O)Cc2ccccc2)c1C(N)=O	6	15	-2.7	-4	4	-1	1	0	-1	-12	·
O=C(N/C(=C/c1ccccc1Cl)C(=O)N1CCCCC1)c1ccco1	12	12	-0.1	3	-7	9	-32	-2	2	-2	-6
COc1cccc(/C=C/C(=O)Nc2ccc3nc4n(c(=O)c3c2)CCCC4)c1OC	-26	-41	0.6	-6	-12	4	-13	6	0	16	-6
Cc1nnc(N/N=C/c2ccc(O)c([N+](=O)[O-])c2)[nH]c1=O	3	10	3.0	-19	6	-4	24	-3	1	0	-6
CCOC(=O)c1sc(NC(=O)CSc2nc(-c3ccco3)cc(C(F)(F)F)n2)c(C#N)c1C	35	2	3.2	0	-12	-1	17	1	-1	-16	-8
CCN1CCN(c2oc(-c3ccccc3)nc2S(=O)(=O)c2ccc(C)cc2)CC1	-2	-10	0.4	-6	14	-12	2	·	0	-8	-7
FC(F)(F)c1nnc(-c2ccccc2)nc1Sc1ccccc1	72*	78*	-2.9	20	38	-5	11	1	10	-11	-1
O=C(c1cc(COc2cccc3cnccc23)on1)N1CCC(c2ccccc2Cl)C1 (stereo not given)	4	7	0.1	16	14	4	95*	-1	6	-5	-17
COc1ccc(CNc2nc3nc(-c4ccccc4)cc(=O)n3[nH]2)cc1OC	-9	13	0.6	15	11	-1	-8	2	-3	-2	·
CCOC(=O)CN=C/C(C(=O)Nc1nccs1)=C(/C)O	0	10	5.3	-7	-2	1	-8	-1	-5	3	-4
O=C(O)c1ccc(Cl)c(S(=O)(=O)Nc2cccc(C(=O)Nc3cccc(C(F)(F)F)c3)c2)c1	-7	-4	-0.1	7	-5	-4	13	-4	5	-3	-7
CCS(=O)(=O)Nc1ccc2c(c1)N(C(C)=O)c1ccccc1CC2	9	14	2.3	-20	5	1	-24	3	0	6	-5
COc1ccc(NC(=O)CN(c2ccc(C)cc2)S(C)(=O)=O)c(OC)c1	16	2	0.1	-2	15	10	-2	2	2	7	·
CC(=O)Nc1c(C(=O)N2CCN(c3ccccn3)CC2)cnn1-c1ccc(C)cc1	-4	10	-1.6	5	13	2	-5	-3	-3	2	-6
COc1cccc(/C=N\NC(=O)c2sc(N)nc2C)c1OC	-32	-50	2.9	-33	-10	-2	-22	1	5	-4	·
CCCN(CC1CC1)c1nc(C)nc(Nc2c(Cl)cc(Cl)cc2Cl)c1Cl	4	25	-0.2	10	21	6	17	-3	3	-33	-5
CC(C)[C@H](CO)Nc1nc(Nc2ccc(Cl)c(C(=O)O)c2)c2ncn(C(C)C)c2n1	4	-2	-1.5	2	-11	3	-3	-4	1	3	-10
CCC(C)(c1nnnn1-c1c(C)cccc1C)N(N=O)c1ccccc1Cl (stereo not given)	19	15	-2.1	8	13	-1	-5	1	-1	-13	-5
O=C(O)c1cnc(-c2ccccc2)nc1Oc1ccccc1	-2	20	1.3	-9	10	5	28	3	11	-1	10
NNC(=O)CS(=O)(=O)c1ccc(Cl)cc1	-4	14	0.3	1	4	-5	9	1	0	9	-2
O=C(CSc1nnc(-c2c[nH]c3ccccc23)o1)c1ccccc1	-188	-164	-0.4	-53	-13	-1	-43	-2	-4	-2	·
CC(C)(C)OC(=O)N[C@@H](Cc1ccccc1)C(=O)N1CCC(C(=O)N[C@@H](CCC(N)=O)C(=O)O)CC1	7	13	-0.7	7	-20	4	10	-2	-5	3	-2
CCOCCCNCc1ccc(OC)cc1	19	12	2.0	2	-3	0	-20	0	13	2	-3
O=S(=O)(c1ccc(Cl)cc1)N1CCN(Cc2ccncc2)CC1	-11	17	-0.5	10	-11	1	0	3	-6	2	-4
COc1ccc(OCc2cc(C(=O)N3CCN(C4CCCC4)CC3)no2)c(Cl)c1	-328	-218	-0.3	-76	-45	-4	-52	0	4	-5	-7
CCCCn1c(N)c(N(CC(C)C)C(=O)CSCc2c(C)noc2C)c(=O)[nH]c1=O	6	13	-0.3	-11	-6	4	-14	2	0	-6	-12
COc1cc(NC(=O)CN2C(=O)NC3(CCOc4ccccc43)C2=O)cc(OC)c1 (stereo not given)	3	15	-0.5	11	-18	2	-9	2	5	7	-2
CCNc1ccc(S(=O)(=O)N(C)C)cc1NCC(=O)Nc1ccccc1F	-5	-15	-2.9	-3	-4	-4	4	-1	2	0	-3
O=C1CC(N2CCC(C(=O)N3CCCCC3)CC2)C(=O)N1 (stereo not given)	-7	10	2.8	-3	-19	-2	3	4	10	10	-3
Cc1ccc(S(=O)(=O)N2CCN(C(=O)c3cc(S(=O)(=O)N(C)C)ccc3N3CCCC3)CC2)cc1	21	23	0.4	2	-8	0	12	3	-5	10	-1
CN(Cc1ccccc1)C(=O)COC(=O)c1cc(=O)c2ccccc2o1	-2	5	-3.6	5	7	0	-14	·	5	-2	-6
CC(=O)c1csc(Nc2ccccc2Cl)n1	-216	-246	0.4	-39	-89	-5	-61	-2	-1	-1	-5
CC1(C(=O)NCc2ccc(F)c(F)c2)Cc2c(-c3ccccc3)ccnc2O1 (stereo not given)	32	21	4.3	·	11	-8	8	·	1	-9	·
Cc1ccc(CN2CCC(CO)(CC3CCCCO3)CC2)o1 (stereo not given)	9	9	1.1	1	-11	0	-4	-1	1	1	-5
COc1ccc(-c2nc(CS(=O)(=O)CC(=O)Nc3ccc(Cl)cc3)c(C)o2)cc1	-67	-157	0.8	-12	-24	2	-40	2	·	-12	-6
O=C(c1cccc(F)c1)N(Cc1nc2ccccc2c(=O)[nH]1)C1CCCC1	26	11	0.4	11	8	1	24	3	5	4	-5
CCOC(=O)C1CCN(C(=O)COC(=O)c2c(C)c(CC)nc3ccccc23)CC1	16	17	0.2	10	9	-5	-1	·	-4	6	-5
CCSc1nnc(NC(=O)C2CC=CCC2C(=O)O)s1 (stereo not given)	12	8	7.2	8	-24	-2	-17	4	6	6	·
Cc1ccc2c(c1)N(C(=O)CCC(=O)N1CCC(C(N)=O)CC1)CCO2	4	2	0.0	3	0	1	-15	1	·	6	-13
O=C(O)C[C@H]1c2ccccc2S(=O)(=O)N1C1CCCC1	-9	11	-0.5	5	-16	7	17	0	2	5	-5
O=C(Nc1cccc(F)c1)c1ccc(CSc2ccccc2)o1	-140	-143	-0.1	-16	-13	-4	-9	-2	1	-10	-19
Cc1ccc(CSc2nnc(C)c(=O)[nH]2)cc1	2	-11	-4.4	-19	14	4	-15	2	-3	-5	-13
O=C(c1cccc(S(=O)(=O)NCCOc2ccccc2)c1)N1CCN(c2ncccn2)CC1	17	-4	-0.2	9	42	-5	22	-1	-1	-1	-8
ClC(Cl)(Cl)C1=NCc2nnn(Cc3ccccc3)c2N1	6	11	0.1	·	7	-3	12	·	·	-1	-11
Cc1oc(-c2ccccc2)nc1C(=O)OCC(=O)NC(=O)NCC(C)C	-17	-13	0.5	-10	16	-1	-39	5	-3	2	-6
Cn1c(=O)c2cc(NC(=O)NCCc3cccs3)ccc2n1-c1ccc(C(C)(C)C)cc1	11	7	-2.6	·	-1	0	-3	·	0	-9	·
NC(=O)Cn1c(S(=O)(=O)Cc2ccccc2)nc2ccccc21	30	12	1.9	-13	-6	-1	-13	4	8	10	-4
Cc1ncoc1C(=O)N1CCCC(CCC(=O)NCc2ccccc2F)C1 (stereo not given)	3	-9	-0.3	-4	8	0	-23	6	-2	-4	1
O=[N+]([O-])c1ccc(Oc2ccc(F)cc2Br)c2ccncc12	23	26	1.8	-3	12	4	2	4	0	-21	·
CC(C)OC(=O)CSc1nc2cccnc2n1-c1ccc(F)cc1	6	9	-0.2	-2	-5	-3	-9	1	-5	3	-5
CCOC(=O)C1CCCN(c2ccc(NC(=O)c3snc4c(=O)[nH]c(C)nc34)cc2)C1 (stereo not given)	28	4	1.9	29	15	-2	-9	2	7	-11	-7
O=C(NCC1CCCCC1)c1cc(S(=O)(=O)N2CCCCC2)ccc1Cl	1	-5	-0.2	0	1	-2	-19	2	-8	-9	-3
C=CCn1cccc(C(=O)Nc2ccc(OC)c(OC)c2)c1=O	-14	-39	0.6	-5	-4	2	-19	2	9	1	-4
O=C(NCCC1CCCCN1S(=O)(=O)c1cccs1)C(=O)Nc1ccccc1F (stereo not given)	-3	-30	-0.1	-2	-26	9	-16	4	-4	1	-6
Cc1c(CC(=O)NCCCC(=O)O)c(=O)oc2cc3occ(-c4ccccc4)c3cc12	6	11	1.1	3	-3	-7	-13	-1	-2	0	-2
CC1CCN(C(=O)CN2c3cccc4cccc(c34)S2(=O)=O)CC1	3	6	-0.2	15	42	2	-3	1	-7	6	-6
COc1ccc(N(CC(=O)NCCSCc2cccc(Cl)c2)S(C)(=O)=O)cc1Cl	19	21	0.6	-7	8	-5	-15	-1	1	-1	-21
CC(C)NC(=O)N1CCC(c2nc3ccccc3s2)CC1	-1	16	-0.2	6	-4	-7	0	1	6	0	-8
COc1cc(NC(=O)COC(=O)/C=C/c2c(C)nn(-c3ccc(F)cc3)c2Cl)cc(OC)c1	13	16	3.2	13	13	1	-40	2	2	2	-14
COc1ccc(C(CC(=O)NCc2ccco2)c2ccc(F)cc2)cc1 (stereo not given)	21	-2	-0.9	-3	-19	2	18	-2	-3	9	-4

Further entries.
compound	Peg3 prom inh	HIF-2a block	hiPSC survival	MITF TRPM1 inh	Shn3 3UTR inh	HTR2A ag	NR2E3 ag-2	NR2E3 ag-1	PDI turbidity	Cardio protect	CaV13 FRET inh
CCc1ccc(-c2cc(C)no2)cc1S(=O)(=O)N1CCOc2ccc(C)cc21	42	22	4.3	7	32	-4	-50	2	5	-2	-4
COC(=O)c1ccccc1NC(=O)CSc1ccccn1	-28	-2	0.4	-9	7	-5	-3	0	4	4	-4
N#CCC(=O)N/N=C1\CCCCC1C1CCCCC1 (stereo not given)	11	7	1.4	9	5	2	-3	2	-32	3	-7
O=C(NCc1cccnc1)c1cccc(NS(=O)(=O)c2ccc(Br)cc2)c1	-14	-6	-0.1	42	25	-2	5	2	-3	-6	-3
CC1(NC(=O)Nc2cc([N+](=O)[O-])ccc2O)CCS(=O)(=O)C1 (stereo not given)	8	12	-0.1	-5	-20	3	-31	0	-3	-1	-2
